Assay outcomes: PubChem BioAssay, National Center for Advancing Translational Sciences (NCATS)
HCV inh: inhibitors of hepatitis C virus infection | Huh7.5.1 HCVcc-Cre infection, luciferase reporter, 44 h | Potency, µM (doses to about 41.8 µM), for inactives: at the top dose activity change, negative = inhibition, actives largely listed as inhibitors | 340,000 tested, 3.4% active | AID 651820; note: potency is the fitted concentration of half-maximal effect; % is set by controls: 0 for no effect and ±100 for the full control effect
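Antiviral activity was scored by luciferase reporter output from cells infected with HCVcc-Cre (~0.5 moi) in presence of compound, 44 h infection period, cells seeded 1,000/well 4 h prior.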
Giardia FBPA inh: Giardia lamblia aldolase inhibition. A8B2U2. purified Giardia FBPA. Potency, µM (titrated, usually from 59.6 µM), for the others: at the top dose activity, negative = inhibition, usual class: inhibitors. 290,000 tested, 0.71% active. AID 2451; note: potency is the fitted concentration of half-maximal effect; % is set by controls: 0 for no effect and ±100 for the full control effect; nearly all actives have a fitted effect of over 55% in size
Target sequence (A8B2U2 whole entry, looked up): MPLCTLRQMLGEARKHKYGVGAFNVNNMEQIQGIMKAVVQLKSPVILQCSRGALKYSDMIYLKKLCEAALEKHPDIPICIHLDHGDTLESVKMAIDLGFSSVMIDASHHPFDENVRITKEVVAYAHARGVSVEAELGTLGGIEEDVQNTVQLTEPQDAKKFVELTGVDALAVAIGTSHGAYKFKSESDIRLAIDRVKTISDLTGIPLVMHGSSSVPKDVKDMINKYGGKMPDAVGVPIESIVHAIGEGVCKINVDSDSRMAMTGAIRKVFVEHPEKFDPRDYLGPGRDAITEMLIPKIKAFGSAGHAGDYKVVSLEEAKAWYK
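Giardia FBPA (40 nM reagent) was preincubated 10 min at RT with compound (up to 57.5 uM final), then substrate plus GAPDH/TPI/NAD/arsenate coupling system with diaphorase/resazurin was added; resorufin fluorescence (525/598 nm) was read after 20 min.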
CHX counter: counter-screen hit for Shiga toxin inhibitors, cycloheximide | cell reporter, cycloheximide protein synthesis inhibition counterscreen | max response, % | 300,000 tested, 12% active; in the data active = max response mostly above about 13%, no sharp cut-off; inactive = mostly below about 14%; note: read at 38.3 µM for the half of the compounds with a filed dose; 0% is about no effect
Pf growth 96h: P. falciparum growth inhibition at 96 hour, primary screen for plastid delayed-death inhibitors. P. falciparum luciferase reporter growth, 96 h. Potency, µM (top dose mostly 28.7 µM), for the others: at the highest dose activity change, negative = inhibition, actives largely listed as inhibitors. 320,000 tested, 6.9% active. AID 504834; note: potency is the fitted concentration of half-maximal effect; % is set by controls: 0 for no effect and ±100 for the full control effect
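Plates of compound plus infected erythrocytes (2% hematocrit, 0.05% parasitemia final) incubate 96 hours, 37 C, 5% CO2. Detection reagent added; reduced luminescence from the parasites' luciferase reporter flags inhibition.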
Pf growth 48h: P. falciparum growth inhibition at 48 hours (one generation); P. falciparum luciferase growth in erythrocytes, 48 h; 310,000 tested, 5.9% active; Potency, µM (titrated, usually from 28.7 µM), for the others: at the top dose activity change, negative = inhibition, hits mostly inhibitors; AID 504832; note: potency is the fitted concentration of half-maximal effect; % is set by controls: 0 for no effect and ±100 for the full control effect
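Luciferase-expressing P. falciparum in infected erythrocytes (2% hematocrit, 0.1% parasitemia final) in RPMI 1640/0.5% Albumax were exposed to compound for 48 hours at 37 C, 5% CO2; growth read as luminescence.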
Shiga toxin inh: inhibitors of Shiga toxin in Vero cells; Vero cells, Shiga toxin protein synthesis inhibition reporter; inhibition, % at 38.7 µM; 290,000 tested, 9.2% active; AID 2315; in the data active = inhibition mostly above about 28%, no sharp cut-off; inactive = mostly below about 43%; note: 0% is about no effect
Active calls of the source: *; ? = inconclusive; . = no result given; & = joins results of further samples; [ ] = dose if it differs, or a comment. Unless noted, calls come from the whole dose curve; as a rule, active = well fitted curve in the direction sought with a large enough effect; inconclusive = small, poorly fitted or top-dose-only effect, or another doubt; inactive = no such curve, though single readings can be large; an effect the other way counts as inactive or inconclusive.

Every second line gives: HCV inh	Giardia FBPA inh	CHX counter	Pf growth 96h	Pf growth 48h	Shiga toxin inh
COc1cc(CN2CCCC(N3CCN(c4ccccc4C)CC3)C2)cc(Cl)c1O (stereo not drawn)
  -23%	-1%	-2	?	?	34
O=C1CCCN1CCC1CCCCN1Cc1nc(-c2cnccn2)no1 (stereo not drawn)
  11%	2%	0	16%	7%	-9
COc1ccc(O)c(-c2cn[nH]c2-c2cccs2)c1
  -3%	-17%	-2	?	7%	-8
O=C(CSc1nc(=O)n2cc(Cl)ccc2n1)Nc1ccc2c(c1)OCO2
  6%	.	.	11%	-13%	.
Cc1nn(C)cc1/C=C1\CCC/C(=C\c2cn(C)nc2C)C1=O
  10µM*	-4%	18*	.	-16%	11
O=C(CCn1c(=O)oc2ccccc21)Nc1ccon1
  4%	-3%	-1	48%[activator]	0%	-20
CCCCNc1c([N+](=O)[O-])cc(C)cc1[N+](=O)[O-]
  ?	1%	-3	?	-14%	-7
CCOC(=O)c1ccc(Nc2ncnc3c2cnn3C)cc1
  -30%	3%	0	?	?	6
Cc1sc(/N=C/c2ccccc2O)c(C#N)c1C
  13%	0%	-2	.	34%[activator]	-5
CCCn1c(NCc2cc(C)ccc2O)nc2ccccc21
  ?	-1%	9	?	.	-5
CC(NC(=O)Nc1ccc(O)cc1)(C(F)(F)F)C(F)(F)F
  4%	?	-2	?	?	-5
Cc1nn(CC(=O)Nc2ccc(Br)cc2F)c(=O)c2cccn12
  -9%	.	-10	?	6%	12
O=C(COc1ccc2c3c(c(=O)oc2c1)CCC3)NCc1ccncc1
  4%	.	-9	?	20%	-10
CC(C)(C)N(Cc1ccccc1)C(=O)COC(=O)/C=C/c1ccc2c(c1)OCO2
  13%	.	.	2%	-19%	.
CCCCOCCCN1CC(=O)N2[C@@H](Cc3c([nH]c4ccccc34)C2(C)C)C1=O
  14%	0%	-3	9.3µM*	?	-3
COC(=O)c1cc(C)nc(N)c1C#N
  -12%	0%	-4	-2%	.	-7
O=C(Nc1ccc(NC(=O)c2ccco2)nc1)c1cccc(F)c1
  ?	1%	40*	22%	157%[activator]	82*
O=C(Cn1cc(C(F)(F)F)ccc1=O)NCc1ccc(F)cc1
  16%	4%	29*	135%[activator]	121%[activator]	36*
COC(=O)c1cc(Br)c(=O)n(-c2ccccc2OC)c1
  1%	0%	-8	-5%	-1%	-9
O=C(CNC(=O)c1ccccc1Br)N/N=C/c1ccco1
  25%	-1%	-2	58%[activator]	2%	-5
O=C1C2C3C=CC(C3)C2C(=O)N1/N=C/c1cn(Cc2ccc(F)cc2)c2ccccc12 (stereo not drawn)
  1%	0%	-4	-2%	7%	36
Cc1cccn2cc(-c3ccc(S(=O)(=O)N4CCOCC4)cc3)nc12
  -13%	0%	-2	-26%	-23%	-13
CC1(C)CC(=NO)CC(C)(C)N1
  24%	-1%	-5	?	14%	14
COc1cccc2c3c(c(C)nc12)CCN3c1ccccc1
  ?	5%	-4	?	?	-6
OC(c1ccc(Cl)cc1Cl)C(Cc1cccnc1)n1cncn1 (stereo not drawn)
  11%	2%	6	13µM*	?	-27
O=C(O)C1C2CCC(C2)C1C(=O)NCCc1ccc(F)cc1 (stereo not drawn)
  21%	-4%	1	-1%	3%	-2
COc1ccc(NC(=O)C(NCC(C)C)c2ccccc2)cc1Cl (stereo not drawn)
  ?	14µM*	-3	?	-22%	-7
CC(=O)c1ccc(S(=O)(=O)Nc2ccc(-c3ccc4nncn4n3)cc2)cc1
  6%	.	.	?	-21%	.
Cc1cccc(-c2csc(NC(=O)c3cnccn3)c2C(=O)OC(C)C)c1
  0%	0%	-1	.	?	-8
COc1ccc2oc(C(=O)OCc3nnc(-c4ccccc4)o3)c(C)c2c1
  17%	.	.	26%	12%	.
Cc1ccc2[nH]cc(C(=O)CN3CCN(C)CC3)c2c1
  29%	0%	-4	?	-5%	-14
O=C(Nc1ccccc1)NC1CCN(Cc2c(F)cccc2Cl)CC1
  -22%	5%	-3	-29%	-7%	-8
Cc1cc(-c2ccc(S(=O)(=O)Nc3ccc(C#N)cc3)s2)on1
  34%[activator]	.	-3	1%	9%	22
Cc1cc2ncn(CCCCOc3ccccc3)c2cc1C
  ?	-3%	-2	15µM*	.	-4
Cc1cc(C)cc(C(=O)NCC(=O)OCc2c(C)noc2C)c1
  9%	1%	-2	28%	8%	2
CN1CCN(/C=N/C2=C(C#N)C(c3ccccc3)C3=C(CC(C)(C)CC3=O)O2)CC1 (stereo not drawn)
  -3%	9%	0	?	-16%	-10
OC(COc1ccc2cc(Br)ccc2c1)CN1CCOCC1 (stereo not drawn)
  ?	0%	11	-26%	27%	37*
O=S1(=O)CCN(C(CO)c2ccccc2)CC1 (stereo not drawn)
  24%	5%	4	70%[activator]	11%	-7
O=C(NCC1CCCO1)/C(=C\c1cccc([N+](=O)[O-])c1)NC(=O)c1ccccc1 (stereo not drawn)
  5%	5%	3	22%	31%[activator]	-1
CCOc1ccc(/C=N/O)cc1
  -9%	1%	-3	.	17%	-13
CCOC(=O)C1=C(N)OC2=C(C(=O)CCC2)C12C(=O)N(CC(N)=O)c1ccccc12 (stereo not drawn)
  -14%	1%	1	6.6µM*	43%[activator]	-9
O=C(N/N=C/c1ccc([N+](=O)[O-])o1)c1cc(-c2ccc(-c3ccccc3)cc2)nc2ccccc12
  -52%	-5%	32*	?	?	101*
OCC#CC[N+]1(CC#Cc2ccccc2)CCCC1
  2%	1%	-1	1%	-15%	-12
O=C(CN1CCN(C(=O)N2CCOCC2)CC1)Nc1ccc(Br)cc1
  3%	-6%	-4	?	21%	-8
CC1=CC2=C(OC1N(C)C)c1cccc3cccc(c13)C2=O (stereo not drawn)
  -2%	?	3	.	11%	2
COc1ccccc1OCC(=O)Nc1cc(Cl)ccc1Oc1ccccc1
  35%[activator]	10%	-1	31%[activator]	-76%	-7
FC(F)(F)c1cccc(CON=C2CCN(c3ncc(C(F)(F)F)cc3Cl)CC2)c1
  -9%	-3%	-1	59%[activator]	45%[activator]	-20
CCc1ccc(NC(=S)Nc2cc(OC)c(NC(=O)C(C)C)cc2OC)cc1
  -6%	-26%	23*	?	0%	16
Cc1cc(CSc2ccccc2)ccc1NC(=O)COc1ccccc1
  -25%	7%	-4	3%	14%	-4
CC(=O)Nc1ccc(C(=O)CSc2cc(C)c3cccc(C)c3n2)cc1
  ?	1%	0	.	-9%	-11
O=Cc1ccc(N2CCCCCC2)cc1
  -12%	-3%	14	10%	.	23
CCN(CC)c1ccc(C=C(c2nnnn2-c2ccccc2)c2nnnn2-c2ccccc2)cc1
  ?	0%	1	34%[activator]	?	30
CC1(C)Cc2c(sc3c2c(=O)n(-c2cccc(Cl)c2)c(=O)n3CC(N)=O)CO1
  27%	-10%	0	?	-16%	-15
COc1ccc(C(=O)NNC(=O)Cc2nc3nc(C)cc(C)n3n2)cc1
  9%	.	6	49%[activator]	7%	2
CCC(C)Nc1nc(Cl)nc(NCCOc2ccccc2)n1 (stereo not drawn)
  ?	0%	33*	?	5%	31
CCOc1ccc(N(C)S(=O)(=O)c2ccc(C)c(C(=O)NCc3cccs3)c2)cc1
  14µM*	.	.	?	?	.
Cc1nc2ccccc2c2oc(C(=O)NCCCN3CCC(C)CC3)cc12
  -21%	2%	-2	-27%	.	3
O=C1C(=O)N(CC2CCCO2)C(c2ccccc2[N+](=O)[O-])/C1=C(/O)c1ccccc1 (stereo not drawn)
  11%	-12%	2	3%	-8%	20
NC(=O)c1ccsc1NC(=O)CCc1ccccc1
  -5%	-12%	44*	-11%	84%[activator]	.
CCN(Cc1ccccc1)C(=O)CN1C(=O)NC2(CC(C)CC(C)(C)C2)C1=O (stereo not drawn)
  -30%	.	-3	?	-20%	-7

Continued, starting with the last four of the part before.
Every second line gives: HCV inh	Giardia FBPA inh	CHX counter	Pf growth 96h	Pf growth 48h	Shiga toxin inh
Cc1nc2ccccc2c2oc(C(=O)NCCCN3CCC(C)CC3)cc12
  -21%	2%	-2	-27%	.	3
O=C1C(=O)N(CC2CCCO2)C(c2ccccc2[N+](=O)[O-])/C1=C(/O)c1ccccc1 (stereo not drawn)
  11%	-12%	2	3%	-8%	20
NC(=O)c1ccsc1NC(=O)CCc1ccccc1
  -5%	-12%	44*	-11%	84%[activator]	.
CCN(Cc1ccccc1)C(=O)CN1C(=O)NC2(CC(C)CC(C)(C)C2)C1=O (stereo not drawn)
  -30%	.	-3	?	-20%	-7
CCNC(=O)O/N=C1\CCCCC1c1ccc([N+](=O)[O-])cc1[N+](=O)[O-] (stereo not drawn)
  ?	?	-1	?	?	38
CC1(C)CC(N=C2C([N+](=O)[O-])=CC=C3C2=NC2(CCCCC2)N3O)CC(C)(C)N1
  23%	?	8	27%	27%	-6
COC(=O)CC1C(=O)NCCN1C(=S)NC(=O)CCc1ccccc1 (stereo not drawn)
  7%	-8%	-5	-12%	-17%[5.75 µM]	-3
CCN1CCN(c2ccc(S(=O)(=O)N3CCCCC3)cc2NC(=O)c2cccc(NC(C)=O)c2)CC1
  ?	.	.	?	13µM*	.
C#CCOCCOCCOCCNc1nc(N2CCN(C(=O)Cn3cc(CCCN=C(N)N)nn3)CC2)nc(N2CCN(C(=O)[C@H](CCCCN)n3cc(CCC(=O)O)nn3)CC2)n1
  12%	.	.	?	-25%	.
Cc1ccc(NC(=S)NC(NC(=O)c2ccccc2C)C(Cl)(Cl)Cl)c(C)c1 (stereo not drawn)
  ?	0%	-3	64%[activator]	?	37
Cc1ccc(S(=O)(=O)N2Cc3ccccc3CC2C(=O)Nc2cc(C)on2)cc1 (stereo not drawn)
  -16%	-1%	11	2%	-17%	38
Cn1c(=O)oc2cc(S(=O)(=O)N3CCC(C(=O)NCCc4ccccc4)CC3)ccc21
  9%	6%	-1	?	-14%	45
CC(C)c1ccc(NC(=O)c2ccc3c(c2)C(=O)N(Cc2cccnc2)C3=O)cc1
  -7%	-10%	-4	-1%	11%	-13
COc1cc(C)nc(OCCNS(=O)(=O)c2cc(C)ccc2C)n1
  -5%	7%	5	.	2%	-5
CCCn1cc(S(=O)(=O)c2ccc(OC)cc2)c(=O)c2cc(OCC)ccc21
  -14%	.	0	?	-24%	29
c1ccc(CNCc2ccc3c(c2)OCO3)nc1
  -10%	4%	-4	?	36%[activator]	18
COc1cc2c(cc1OC)C(C(=O)NCCC(C)C)C1CCCCN1C2=O (stereo not drawn)
  3%	5%	-3	?	8%	-4
CC1=C(C(=O)Nc2ccccc2C(=O)NC2CCCCC2C)SCCO1 (stereo not drawn)
  12%	.	5	?	?	-7
Cn1c(SCC(=O)NCc2ccco2)nnc1-c1cccs1
  11%	2%	-2	1%	-9%	-19
Fc1ccccc1C1CC(c2ccco2)=Nc2ccccc2S1 (stereo not drawn)
  -17%	?	49*	0%	52%[activator]	104*
C[C@]12CC[C@@H]3c4ccc(O)cc4CC[C@H]3[C@@H]1CC[C@@H]2O
  -6%[8.37 µM]	-4%&-1%&6%&6%	-3&-1&6	?	-22%&-12%	-9&1&2
CCc1ccccc1NC(=O)c1cc2ncc(Br)cn2n1
  -7%	12%	4	?	.	-8
CC(=O)c1cccc(NC(=O)CCn2c(=O)oc3ccccc32)c1
  -27%	-4%	-4	4%	7%	-2
C[C@H](NC(=O)Nc1cccc(C(F)(F)F)c1)C(=O)O
  -6%	-4%	5	9%	15%	10
